# From PubChem BioAssay
# G9a inh: G9a (human) methyltransferase inhibition; Q96KQ7; G9a H3K9 monomethylation, AlphaScreen, 2 h; AID 504332; Potency, µM (top dose mostly 102 µM), inactives show top-dose activity, negative = inhibition, actives largely listed as inhibitors; hit rate 8.8% among 350,000; further: potency means the concentration at half of the fitted maximal effect; on the % scale 0 is the no-effect control and ±100 the full control effect; nearly all actives have a fitted effect of over 75% in size
#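 Quantitative HTS format: methyltransferase activity on a biotin-tagged H3K9 peptide is measured by AlphaScreen, using a rabbit anti-monomethyl-H3K9 antibody with streptavidin donor and anti-IgG acceptor beads. Final levels are 20 nM enzyme, 500 nM peptide, 20 uM SAM; 2 h RT.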
# PI4K2A inh: PI4K2A (human) kinase inhibition; Q9BTU6; purified PI4K2A, ADP-Glo luminescence, 1 h; hits give low values; activity change, negative = inhibition, % at 76.9 µM; hit rate 0.13% among 420,000; AID 1346378; in the data active means activity change below about -50%; inconclusive means mostly about -30% to -49%;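 further: -100% = wells without enzyme as full effect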
#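 PI4K2A activity was measured by ADP-Glo luminescence: enzyme (4 ug/mL stock) and phosphatidylinositol (1.2 mM stock) in Tris pH 7.5/MgCl2/EGTA/Triton X-100 buffer were reacted with ATP (300 microM stock) for one hour at ambient temperature.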
# PGK inhibitor: inhibitors of T. brucei phosphoglycerate kinase; P07378; PGK/GAPDH coupled, Kinase-Glo luminescence, 60 min; Potency, µM (series often up to 57.5 µM), for inactives: top-dose activity change, negative = inhibition, actives largely listed as inhibitors; hit rate 0.043% among 380,000; AID 602233; further: potency means the concentration at half of the fitted maximal effect; on the % scale 0 is the no-effect control and ±100 the full control effect; nearly all actives have a fitted effect of over 60% in size
#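 Luminescent ATP detection (Kinase-Glo Plus) follows a 60-minute room-temperature incubation, with wells lacking PGK as controls. Buffer: 100 mM TEA (pH 7.6), 5 mM MgCl2, 0.01% Tween-20. Coupling enzyme GAPDH (100 nM final) supplies unstable 1,3-BPG in-well.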
# Pin1 inh: blocks the human prolyl isomerase Pin1; Pin1 FP peptide displacement, HiFluor488, 10 min; hit rate 0.009% among 390,000; Q13526; Potency, µM (titrated, usually from 115 µM), without a hit: top-dose activity, negative = inhibition, actives largely listed as inhibitors; active means well fitted inhibition curve with a large enough effect in the polarisation, with a control signal flat, not every such curve was filed as active; inconclusive means small, poorly fitted or top-dose-only effect, or effect the other way, or a change in a side signal; inactive means no such curve, though single readings can be large or run the other way; the % refers to the polarisation; further: potency means the concentration at half of the fitted maximal effect; on the % scale 0 is the no-effect control and ±100 the full control effect
# Target sequence (Q13526 whole entry, looked up): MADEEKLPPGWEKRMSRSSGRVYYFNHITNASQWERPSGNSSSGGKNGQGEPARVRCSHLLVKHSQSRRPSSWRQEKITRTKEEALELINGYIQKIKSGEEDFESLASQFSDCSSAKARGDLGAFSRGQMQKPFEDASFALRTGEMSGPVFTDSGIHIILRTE
# BAZ2B block: BAZ2B (human) inhibition. AlphaScreen BAZ2B-H3K14Ac peptide displacement. Potency, µM (doses to about 114 µM), inactives show at the highest dose activity change, negative = inhibition, usual class: inhibitors. hit rate 4.4% among 360,000. AID 504333; further: potency means the concentration at half of the fitted maximal effect; on the % scale 0 is the no-effect control and ±100 the full control effect; nearly all actives have a fitted effect of over 60% in size
#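 AlphaScreen displacement of biotin-H3(5-23)K14Ac peptide (50 nM final) from BAZ2B (50 nM final) in PBS pH 7.4, 0.01% Tween-20; complex preformed 30 min RT, then compounds (top 110 uM) 30 min RT, beads 20 min dark.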
# Pol eta inh: blocks human DNA polymerase eta activity; Potency, µM (highest dose often 114 µM), without a hit: top-dose activity change, negative = inhibition, usual class: inhibitors; Q9Y253; hit rate 1.2% among 390,000; AID 588591; recombinant Pol eta, fluorescent DNA replication assay; further: potency means the concentration at half of the fitted maximal effect; on the % scale 0 is the no-effect control and ±100 the full control effect
# Target sequence (Q9Y253 whole entry, looked up): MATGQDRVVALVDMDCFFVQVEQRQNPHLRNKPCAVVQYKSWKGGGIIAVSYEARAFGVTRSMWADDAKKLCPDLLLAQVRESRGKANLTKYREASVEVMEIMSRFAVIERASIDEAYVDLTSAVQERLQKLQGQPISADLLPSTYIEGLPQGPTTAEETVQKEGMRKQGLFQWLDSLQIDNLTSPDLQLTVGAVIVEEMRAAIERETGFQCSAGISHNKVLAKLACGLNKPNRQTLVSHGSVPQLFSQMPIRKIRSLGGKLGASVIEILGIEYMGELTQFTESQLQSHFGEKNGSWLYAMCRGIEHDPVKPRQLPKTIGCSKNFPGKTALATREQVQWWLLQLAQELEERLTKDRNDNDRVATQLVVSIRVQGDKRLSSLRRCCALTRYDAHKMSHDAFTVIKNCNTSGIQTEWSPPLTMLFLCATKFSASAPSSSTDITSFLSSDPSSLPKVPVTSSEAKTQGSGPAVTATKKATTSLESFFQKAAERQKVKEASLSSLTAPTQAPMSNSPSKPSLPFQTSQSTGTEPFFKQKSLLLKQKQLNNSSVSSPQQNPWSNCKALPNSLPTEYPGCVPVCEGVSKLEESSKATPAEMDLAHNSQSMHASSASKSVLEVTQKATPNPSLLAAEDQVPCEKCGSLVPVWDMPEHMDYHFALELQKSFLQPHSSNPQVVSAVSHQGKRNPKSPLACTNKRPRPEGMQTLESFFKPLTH
#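 Fluorescent replication assay: 50 nM final substrate added after a 15 min room-temperature compound preincubation with 10 nM enzyme. Signal taken at 0 min and again at 10 min.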
# HP1b chromo inh: HP1-beta chromodomain-methylated histone interaction inhibition; P83916; AlphaScreen HP1-beta / biotin-H3K9me3 peptide binding; Potency, µM (highest dose often 114 µM), for inactives: top-dose activity change, negative = inhibition, actives largely listed as inhibitors; hit rate 0.56% among 390,000; AID 540317; further: potency means the concentration at half of the fitted maximal effect; nearly all actives have a fitted effect of over 70% in size; inactives centre near 23
# Target sequence (P83916 whole entry, looked up): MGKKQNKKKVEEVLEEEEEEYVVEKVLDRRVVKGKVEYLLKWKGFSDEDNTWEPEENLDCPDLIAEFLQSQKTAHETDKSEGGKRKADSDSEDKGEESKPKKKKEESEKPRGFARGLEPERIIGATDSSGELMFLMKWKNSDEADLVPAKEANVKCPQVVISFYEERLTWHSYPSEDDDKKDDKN
#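 Compound inhibition of the preformed complex between 50 nM HP1-beta and 50 nM biotinylated H3K9me3 peptide was read by AlphaScreen. Buffer was PBS pH 7.4 with 0.01% Tween-20. Incubations ran 30 min at room temperature, with 10 ug/mL donor/acceptor beads.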
# JMJD2A Tudor: inhibitors of human JMJD2A Tudor domain; O75164; AlphaScreen JMJD2A-Tudor / H3K4me3 peptide binding; Potency, µM (series often up to 114 µM), without a hit: at the top dose activity change, negative = inhibition, hits mostly inhibitors; hit rate 4.4% among 390,000; AID 504339; further: potency means the concentration at half of the fitted maximal effect; on the % scale 0 is the no-effect control and ±100 the full control effect; nearly all actives have a fitted effect of over 50% in size
# GLS inhibitor: inhibitors of human glutaminase (GLS). hit rate 0.21% among 410,000. O94925. GLS enzymatic activity, qHTS titration. AID 624170. Potency, µM (titrated, usually from 45.5 µM), without a hit: top-dose activity change, negative = inhibition, actives largely listed as inhibitors; further: potency means the concentration at half of the fitted maximal effect; on the % scale 0 is the no-effect control and ±100 the full control effect
#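 Coupled fluorescence readout: glutamate oxidase/HRP/Amplex Red detect glutamate formed by hKGA from L-glutamine (1 mM solution added). Buffer 45 mM KH2PO4 pH 8.2, 0.02% Tween-20; reads at t0 and 30 min RT.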
# * hit, by the source's call; i = inactive; u = inconclusive; x = not tested or not shown; & = joins results of further samples; [ ] = dose if it differs, or a comment. Unless noted, the call rests on the fitted dose curve; in most records, active means well fitted curve in the direction sought with a large enough effect; inconclusive means small, poorly fitted or top-dose-only effect, or another doubt; inactive means no such curve, though single readings can be large; an effect the other way counts as inactive or inconclusive. Some of the compounds tested; the hit share may differ from the screen's.
# Every second line gives: G9a inh	PI4K2A inh	PGK inhibitor	Pin1 inh	BAZ2B block	Pol eta inh	HP1b chromo inh	JMJD2A Tudor	GLS inhibitor
Cc1ccc(C)c(Cn2c(=O)n(Cc3ccco3)c(=O)c3oc4ccccc4c32)c1
    -23%[59 µM]	1	1%	-2%	-10%	-10%	33%	-24%	u
COc1ccc(C(=O)/C=C/C(=O)N(CC(=O)NCCC(C)C)Cc2cccs2)c(O)c1
    -30%	1	-5%	27%	-21%	-17%	-16%	-18%	u
O=C(/C=C/c1ccccc1)N/C(=C/c1ccccc1)C(=O)N1CCOCC1
    -4%[59 µM]	-3	-6%	-5%	-3%	-18%	29%	-8%	0%
CC(=O)c1ccc(NC(=O)C2CCN(S(=O)(=O)c3cccc4nonc34)CC2)cc1
    -8%	-3	-6%	14%	-1%	-11%	-4%	-20%	-13%
COc1cc(C)c(C2NC(=O)c3ccccc3N2)cc1C (stereo not drawn)
    x	2	3%	-7%	x	-16%	23%	-8%	-22%
COCCNC(=O)CSc1nc(N)c(NC(=O)c2ccco2)c(=O)[nH]1
    x	-1	-4%	x	x	-2%	x	x	24%
Cc1ccc(C(C(=O)NC2CCCC2)N(C(=O)Cc2cccs2)c2cccc(C)c2C)o1 (stereo not drawn)
    23%[59 µM]	-2	-3%[11.5 µM]	7%	-9%	-16%	13%	-12%	-9%
CCN(Cc1nc2ccccc2c(=O)[nH]1)C(=O)c1cc2c(s1)CCCCC2
    -1%[59 µM]	-4	-1%	12%	5%	-22%	26%	-16%	0%
Cc1ccc(C)c(N2CCN(C(=O)C3CCCN(S(=O)(=O)c4cnc[nH]4)C3)CC2)c1 (stereo not drawn)
    -9%	-2	3%	6%	-6%	-5%	36%	-17%	3%
O=C(Cc1cccc(NC(=O)C2CCCN(C(=O)C3CCCCC3)C2)c1)Nc1ccc(C(=O)N2CCOCC2)cc1 (stereo not drawn)
    x	-3	i	0%	x	3%	28%	-20%	0%

# 3 of the entries above in order of the Pin1 inh value, falling.
# Every second line gives: G9a inh	PI4K2A inh	PGK inhibitor	Pin1 inh	BAZ2B block	Pol eta inh	HP1b chromo inh	JMJD2A Tudor	GLS inhibitor
Cc1ccc(C)c(N2CCN(C(=O)C3CCCN(S(=O)(=O)c4cnc[nH]4)C3)CC2)c1 (stereo not drawn)
    -9%	-2	3%	6%	-6%	-5%	36%	-17%	3%
Cc1ccc(C)c(Cn2c(=O)n(Cc3ccco3)c(=O)c3oc4ccccc4c32)c1
    -23%[59 µM]	1	1%	-2%	-10%	-10%	33%	-24%	u
O=C(/C=C/c1ccccc1)N/C(=C/c1ccccc1)C(=O)N1CCOCC1
    -4%[59 µM]	-3	-6%	-5%	-3%	-18%	29%	-8%	0%

# (cont.)
# Every second line gives: G9a inh	PI4K2A inh	PGK inhibitor	Pin1 inh	BAZ2B block	Pol eta inh	HP1b chromo inh	JMJD2A Tudor	GLS inhibitor
Cc1nnc(SCCC(=O)Nc2nc(-c3ccccc3)ns2)s1
    -4%[59 µM]	2	-6%	18%	-17%	-15%	60%[activator]	1%	x
COc1ccc(NC(=S)N(CCC(C)C)C2CCN(C(C)=O)CC2)cc1
    10%	0	0%	-13%	20%	u	28%	-6%	33%
CC(=O)Nc1ccc(NC(=O)c2ccc([N+](=O)[O-])cc2Cl)cc1
    u	1	4%	4%	-18%	-1%	23%	-10%	9%
Cc1ccc(C)c(Oc2coc3cc(O)ccc3c2=O)c1
    -2%	-6	-11%	-1%	0%	-9%	28%	2%	-2%
Cc1c(Cl)cccc1NC(=O)COC(=O)CN1C(=O)NC(C)(C)C1=O
    17%[59 µM]	0	0%	-1%	5%	19%	67%[activator]	10%[11.4 µM]	-3%
NS(=O)(=O)c1cccc(NC(=O)CSc2n[nH]c(-c3cccs3)n2)c1
    u	0	3%	8%	2%	-10%	44%[activator]	-8%	-2%
Cc1cc(OC(F)F)ccc1NC(=S)NC1CCCC1
    52%[activator]	-2	9%	-4%	-14%	-8%	46%[activator]	-5%	11%
C=CCN1CCN(C(=O)c2ccc(-c3ccccc3)cc2)CC1
    x	3	-1%	-10%	-11%	-13%	12%	-25%	-4%
CCOc1ccc(N(C(C)C(=O)NC2CCCCCC2)S(C)(=O)=O)cc1 (stereo not drawn)
    14µM*	1	1%	-1%	-2%	1%	-3%	-6%	22%
CN(C)c1nn(C(=O)Nc2ccc(Cl)cc2Cl)cc1-c1ccccc1
    57%[activator][59 µM]	-3	-1%	-4%	38%[activator]	-1%	10%	-11%	9%
CCCc1cc(=O)[nH]c(SCc2ccc(F)cc2)n1
    8%	-8	-4%	0%	-1%	8%	7%	-5%	0%
CCCCCCC1C(C#N)=C(N)OC2=C1C(=O)CCC2 (stereo not drawn)
    -47%	6	0%	2%	17%	-8%	42%[activator]	-13%	4%
O=S(=O)(CCSc1ccccn1)c1nc2ccccc2s1
    u	57	i	4%	34%	-11%	122%[activator]	26%	-3%
O=C(NN1C(=O)/C(=C/c2cccs2)SC1=S)c1ccccc1
    7%[59 µM]	6	-3%	-2%	11%	-10%	35%	-6%	-10%
CCCNC(=O)c1cc(C)no1
    -2%	-10	i	6%	3%	1%	22%	-7%	1%
O=S(=O)(Nc1ccc(Br)cc1)c1cccc2cccnc12
    4%	-5	-4%	-2%	-1%	-1%	-3%	-8%	1%
COc1ccc(CN2C(=O)C(CC(=O)NC3CCCC3)CC(C(=O)N(C)C)=C2C)cc1 (stereo not drawn)
    x	0	i	x	x	-2%	x	x	1%
COc1ccc(NC2CCCCC2NS(=O)(=O)c2ccc(C)cc2)cc1 (stereo not drawn)
    14µM*	0	8%	-3%	50µM*	-3%	u	u	20%
O=S(=O)(O)c1cc(O)c(N=Nc2ccc(O)cc2O)c2ccccc12
    x	u	25µM*	x	x	10µM*	u	3.5µM*	u
Cc1ccc(N=C2NC(=O)c3cccc([N+](=O)[O-])c32)cc1
    19%	-3	9%	-16%	9%	-12%	10%	-4%	6%
Cc1cccc(C(=O)NCC(=O)Nc2ccncc2)c1
    6%[59 µM]	-2	-1%	1%	-6%	-20%	25%	-8%	0%
COc1cccc(-c2nnc(SCC(N)=O)n2-c2ccc(Cl)cc2)c1
    28µM*	3	-6%	-4%	-7%	4%	24%	-11%	0%
O=C(N1CCCCC1)N1CCN(C(=O)N(c2ccccc2)c2ccccc2)CC1
    10%[59 µM]	3	-2%	4%	5%	-16%	27%	-3%	-13%
O=C(C[C@H]1C[C@H](C(=O)N2CCOCC2)[C@@]2(CCC3CCCC3)c3[nH]c4ccc(Cl)cc4c3CCN2C1=O)NCc1ccco1
    x	-2	i	10%	x	-10%	20%	-21%	1%
COc1ccccc1NC(=O)NNC(=O)CCc1ccccc1
    13%	-4	i	-2%	-2%	-10%	31%	-7%	16%
O=C(OCc1ccc([N+](=O)[O-])cc1)C1CC(=O)N(Cc2ccccc2Cl)C1 (stereo not drawn)
    u	4	i	u	-31%	0%	-18%[57 µM]	u	0%
CCn1c(=O)cc(SCC(=O)Nc2ccc(OC)c(OC)c2)c2ccccc21
    -5%	2	-3%	4%	-9%	-17%	12%	-26%	-9%
CCN1CCCc2cc(CN(CCN3CCOCC3)C(=S)Nc3ccccc3C)ccc21
    3%[59 µM]	3	6%	-10%	-35%	7%	31%	-20%[11.4 µM]	8%
CCOC(=O)c1ccc(NC(=O)CCn2c(=O)oc3ccccc32)cc1
    20%	0&0	-3%&8%	3%&6%	0%&2%	-11%&-14%	16%&42%	-8%&-8%	3%&7%
CCCCCOc1ccc(/C=C/C(=O)Nc2sc3c(c2C(=O)OCC)CCC3)cc1OC
    8%[59 µM]	7	x	-4%	8%	x	26%	-1%	-4%
CC1CCCCN1Cc1ccc(-c2nnn(CC(=O)NC3CCCCC3)n2)cc1 (stereo not drawn)
    6%[59 µM]	2	-9%	-4%	-3%	-11%	2%	0%[57.1 µM]	-1%
COc1ccc([N+](=O)[O-])cc1NS(=O)(=O)c1cc(C(=O)NCc2cccnc2)ccc1Cl
    -47%[2.33 µM]	1	i	0%	-7%	1%	14%	-19%	4%
O=C1C2=C(c3ccccc31)[N+](=O)C1CCCCC1N2[O-] (stereo not drawn)
    u	-24	-2%	-18%	-5%	-9%	u	-1%	-11%
CCCC(=O)Nc1ccc(C(=O)NCCc2ccc(F)cc2)cc1
    16%[59 µM]	5	2%	-10%	7%	-14%	36%	-4%	3%
COc1ccc(C(=O)NCc2ccco2)cc1S(=O)(=O)N1CCOCC1
    13%	-3	-2%	-8%	-12%	-23%	13%	-8%	-2%
COC(=O)C1=C(C)NC2=C(C(=O)CC(c3cccs3)C2)C1c1ccsc1 (stereo not drawn)
    26%	-4	-2%	12%	1%	-17%	50%[activator]	2%	-5%

# 4 of the compounds above, with tabs.
smiles	G9a inh	PI4K2A inh	PGK inhibitor	Pin1 inh	BAZ2B block	Pol eta inh	HP1b chromo inh	JMJD2A Tudor	GLS inhibitor
CC1CCCCN1Cc1ccc(-c2nnn(CC(=O)NC3CCCCC3)n2)cc1 (stereo not drawn)	6%[59 µM]	2	-9%	-4%	-3%	-11%	2%	0%[57.1 µM]	-1%
COc1ccc([N+](=O)[O-])cc1NS(=O)(=O)c1cc(C(=O)NCc2cccnc2)ccc1Cl	-47%[2.33 µM]	1	i	0%	-7%	1%	14%	-19%	4%
O=C1C2=C(c3ccccc31)[N+](=O)C1CCCCC1N2[O-] (stereo not drawn)	u	-24	-2%	-18%	-5%	-9%	u	-1%	-11%
CCCC(=O)Nc1ccc(C(=O)NCCc2ccc(F)cc2)cc1	16%[59 µM]	5	2%	-10%	7%	-14%	36%	-4%	3%
